Screening results deposited in PubChem BioAssay by several laboratories.
Peg3 promoter – reduces Peg3 promoter-driven luciferase expression in HeLa; HeLa PEG-Prom luciferase reporter, luminescence, overnight; 360,000 compounds, 1.7% hits; inhibition, % at 20 µM;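 active = inhibition of at least 50% at 20 µM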
aDG glyco up – increases alpha dystroglycan glycosylation; Pro5-aDG cells, alpha-DG glycosylation AlphaScreen (IIH6); 0% Pro5, 100% B10-LARGE cell signal; activation, % at 10 µM; 360,000 compounds, 0.22% hits; AID 624168;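 active = activation of at least 8% versus controls, or a plate z-score of at least 8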;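 note: Pro5 are CHO cells carrying HIG-tagged alpha-DG that lacks glycosylation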
Shn3 3UTR inh – inhibitors of Schnurri-3 3'UTR reporter in osteoblasts; Clone20 osteoblast Shn3 3'UTR firefly luciferase, 24 h; inhibition, % at 12.5 µM; 360,000 compounds, 0.52% hits; AID 588674;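 active = mean inhibition of at least 75% with every replicate also reaching 75%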;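 note: 0% = median of neutral control wells and 100% = pilot-screen positive control compound; some compounds past the cut are filed as inactive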
KKLEB cytotox – CF airway cell cytotoxicity counter-screen | KKLEB CF airway cells viability, ATPlite luminescence, overnight; hits give low values; cells stimulated with P. aeruginosa culture filtrate | activity change (cytotoxicity), % at 5 µM | 360,000 compounds, 0.36% hits | AID 602141;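 active = corrected activity change at or below -50% at 5 µM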
NR2E3 ag-1 – agonists of human nuclear receptor NR2E3; GST-NR2E3/biotin-RetCOR TR-FRET, 1536-well; AID 2300; inhibition of corepressor binding, % at 4.78 µM; 320,000 compounds, 0.12% hits;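 active = percent inhibition above the cutoff of mean plus 3 SD of all tested compounds, set per screening campaign, cut at about 20% in these data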;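 note: 0% = DMSO wells and 100% = biotin wells as full block of FRET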
Target sequence (Q9Y5X4 whole entry, looked up): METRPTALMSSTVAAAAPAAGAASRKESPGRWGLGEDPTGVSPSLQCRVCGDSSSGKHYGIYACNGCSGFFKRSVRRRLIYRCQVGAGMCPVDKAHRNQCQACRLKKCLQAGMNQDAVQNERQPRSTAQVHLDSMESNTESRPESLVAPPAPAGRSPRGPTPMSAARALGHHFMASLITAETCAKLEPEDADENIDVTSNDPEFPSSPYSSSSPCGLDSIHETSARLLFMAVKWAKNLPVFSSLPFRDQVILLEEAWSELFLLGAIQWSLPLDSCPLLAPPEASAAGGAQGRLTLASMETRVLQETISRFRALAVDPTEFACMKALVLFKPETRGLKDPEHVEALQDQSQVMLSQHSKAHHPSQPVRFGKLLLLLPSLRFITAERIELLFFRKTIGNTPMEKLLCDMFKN
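Material: NR2E3–RetCOR corepressor complex / Incubation: Compound–protein incubation for 5 h at 4 °C / Dosing: compound at 4.8 µM, single dose / Detection: time-resolved FRET / Benchmarks: high control biotin, low control 0.6% DMSO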
CF NFkB block – blocks PAF-induced NF-kB reporter in cystic fibrosis cells; KKLEB NF-kB-GFP reporter, GFP fluorescence overnight; inhibition, % at 5 µM; 360,000 compounds, 0.86% hits;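 active = at least 50% inhibition at 5 µM, scaled per plate between neutral and stimulator controls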;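 note: PAF is a Pseudomonas aeruginosa culture filtrate used as stimulus; plate controls were PAF-stimulated DMSO wells for no effect and unstimulated DMSO wells for full effect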
iPSC survival up – enhancers of human iPSC single-cell survival | hiPSC single-cell survival, ATPlite luminescence; 100% = ROCK inhibitor wells, 0% = DMSO | survival enhancement, % at 20 µM | 360,000 compounds, 0.044% hits | AID 602274; in the data active = survival enhancement above about 18%;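 note: cells exposed to compounds for 16 hours before the ATP read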
NR2E3 ag-2 – agonists of human NR2E3 nuclear receptor; CHO-S Gal4-NCOR/VP16-NR2E3 two-hybrid, luciferase; AID 602229; inhibition of corepressor binding, % at 3.98 µM; Q9Y5X4; 360,000 compounds, 0.35% hits;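 active = inhibition above the mean of all tested compounds plus 3 SD, cut at about 70% in these data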;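 note: 0% = DMSO with NR2E3 transfected cells and 100% = cells lacking NR2E3 construct; higher means lower luciferase signal from less NR2E3 corepressor binding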
MITF TRPM1 inh – inhibitors of MITF-driven TRPM1 promoter in melanoma cells; 330,000 compounds, 0.83% hits; inhibition, % at 12.5 µM; AID 488899; SK-MEL-5 TRPM1 promoter luciferase, 24 h;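 active = mean inhibition across replicates of 60% or more, whatever share of single replicates reaches that level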; note: values of inactives mirror those of a sister screen read the other way
HIF-2a inh – blocks HIF-2a reporter activity; 786-0 RCC cells HIF-2a reporter, luciferase luminescence, overnight; inhibition, % at 18.8 µM; 360,000 compounds, 0.72% hits;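 active = inhibition of the luminescence signal of 40% or more relative to plate controls, in a single-dose primary screen at 18.75 µM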
TWEAK Fn14 block – blocks TWEAK-Fn14 interaction in a reporter cell assay; TWEAK-stimulated Fn14 reporter cells, luciferase luminescence, 8 h; inhibition, % at 10 µM; 360,000 compounds, 2% hits; AID 1159606; in the data active = inhibition above about 50%
* = called active by the depositor; nt = no result given.

SMILES	Peg3 promoter	aDG glyco up	Shn3 3UTR inh	KKLEB cytotox	NR2E3 ag-1	CF NFkB block	iPSC survival up	NR2E3 ag-2	MITF TRPM1 inh	HIF-2a inh	TWEAK Fn14 block
COc1ccc(NC2CCCN(C(=O)c3cccc(C)n3)C2)cc1OC (stereo not given)	4	-0.1	-4	0	-7	1	-0.4	-45	8	14	12
COc1cccc(Nc2c(Nc3cccc(OC)c3)c(=O)c2=O)c1	5	-0.1	-21	4	-5	-6	0.1	-23	4	3	2
COc1ccc(-c2cn3cc(C)ccc3n2)cc1F	-2	0.3	-1	-27	-3	-11	-2.1	-99	13	-16	76*
CCOC(=O)CC(=O)NC(CC(=O)OC)c1ccc(C(C)C)cc1 (stereo not given)	1	0.0	7	10	6	8	-1.7	-13	2	17	2
O=Nc1c(O)n(Cc2ccc(Cl)cc2)c2ccccc12	30	-0.2	7	12	1	30	-2.2	-20	12	21	-15
CC(=O)OCC(=O)[C@@]12OC3(CCCC3)O[C@@H]1C[C@H]1[C@@H]3CCC4=CC(=O)C=C[C@]4(C)[C@@]3(F)[C@@H](O)C[C@@]12C	-4	0.7	27	14	3	82*	-1.9	4	3	26	-25
COC(=O)c1ccccc1N=Nc1c(N)n[nH]c1N	14	-0.1	-18	-10	-5	21	1.3	2	11	5	21
CCNc1nc(NCc2ccccc2)nc(SCC(N)=O)n1	5	1.0	18	6	-2	3	-0.5	-5	1	18	0
Cc1ccc(Nc2nc(=O)c3cccnc3s2)cc1	-217	0.0	-1	-9	0	0	0.9	-60	-25	-260	-4
Cc1ccc(C2C(C#N)=C(N)Oc3n[nH]c(-c4cccs4)c32)s1 (stereo not given)	-5	-0.1	-7	12	2	-14	2.8	-29	6	1	1
COc1ccccc1CNC(=O)OCc1nccnc1C(=O)Nc1ccc(Br)cn1	-31	0.0	-3	-4	-4	22	-0.4	-19	-27	-22	-34
O=C(Oc1ccc(-c2cnc3ccccc3n2)cc1)c1cccc([N+](=O)[O-])c1	-162	-0.1	-65	-6	2	-19	0.9	-77	-55	-93	10
COc1ncnc2c1ncn2CCCNCc1ccccc1	8	-0.1	-3	-4	nt	-18	1.9	-17	nt	8	-25
O=C(NC(=S)NC1CCS(=O)(=O)C1)c1ccccc1F (stereo not given)	-2	-0.3	-18	19	1	-20	-0.2	-9	8	-2	-3
COc1ccc(C)cc1NC(=O)C1CCC(CNc2c(N3CCOCC3)c(=O)c2=O)CC1 (stereo not given)	7	-0.1	1	-3	0	20	-2.3	-4	18	5	-32
N#Cc1ccccc1Oc1ccccc1C=O	23	-0.6	1	10	-3	3	5.2	2	-2	4	3
N/C(=N\OC(=O)Nc1ccccc1)c1cccc(C(F)(F)F)c1	-38	0.1	-32	11	-1	-18	-0.1	-28	-11	-49	-20
Nc1nc(N)c2c(n1)CCCC2	8	-0.2	-10	-16	0	17	-0.5	-31	-3	14	-12
CC(=O)Oc1cc(C(=O)OCC(=O)NC23CC4CC(CC(C4)C2)C3)cc(OC(C)=O)c1OC(C)=O	-31	-0.3	91*	-7	nt	8	0.4	-19	-3	10	-8
CCOC(=O)N1CCN(CC(=O)NC(=O)Nc2ccc3c(c2)OCCO3)CC1	-28	0.1	1	5	nt	9	0.0	-2	-1	13	3
CC(C)N=C(NC#N)SCc1ccccc1	5	-0.2	1	4	-2	-8	4.0	-7	6	9	1
c1coc(C2=NCCc3ccccc32)c1	-5	-0.1	4	6	0	-14	0.2	-21	-5	4	12
Cc1ccc(S(=O)(=O)N2CCC(C(=O)N[C@@H](C)C(=O)NC3CCCCC3)CC2)cc1	7	-0.1	10	4	5	-6	-3.8	-9	5	5	3
COC(=O)[C@H](NC(=O)c1cc(-c2ccccc2)nc2ccccc12)c1ccccc1	7	-0.2	4	-7	3	-33	-2.2	-17	0	-18	-7
CCC(C)(C)n1nnnc1C(c1ccc(N(C)C)cc1)N1CCN(C2CCCCC2)CC1 (stereo not given)	5	-0.3	-1	0	nt	6	-5.1	4	-1	15	-20
CN(C)S(=O)(=O)c1ccc(C(=O)Nc2nnc(SCc3ccccc3)s2)cc1	9	-0.6	-17	-2	-2	5	-1.1	11	9	11	-24
O=C(COC(=O)CNC(=O)c1cccc([N+](=O)[O-])c1)NCc1ccco1	11	-0.3	-3	15	6	-5	-0.8	-1	-1	10	-27
Cc1ccc(N(CC(=O)N2CCN(c3ccccc3F)CC2)S(=O)(=O)c2c(C)noc2C)cc1	-2	0.7	14	2	1	-8	0.4	10	7	3	-8
COC(=O)[C@H](Cc1ccccc1)NC(=O)NCCc1ccc(F)cc1	1	-0.1	13	-6	1	3	0.1	8	nt	13	-24
O=C(NCc1ccc2c(c1)OCO2)c1ccc2c(c1)C(=O)N(CC1CCCO1)C2=O (stereo not given)	1	-0.1	16	-2	1	0	-1.7	-1	10	-4	4
Cc1c(Nc2nc3ccccc3nc2N2CCN(c3ccccc3)CC2)c(=O)n(-c2ccccc2)n1C	11	-0.3	-13	-9	1	-10	-1.3	-30	18	-5	-3
CCOC(=O)C1(CCOC)CCN(Cc2ccc3nonc3c2)CC1	14	0.0	15	2	0	20	0.1	12	-3	12	-15
COc1ccc(C(=O)N2CCN(c3ccccc3)CC2)cc1S(=O)(=O)N1CCCC1	-8	-0.1	4	10	2	-15	0.7	5	-9	-14	3
Cc1ccc(S(=O)(=O)NCCC(=O)OCn2nnc3ccccc3c2=O)cc1	6	-0.2	-13	-4	-4	-3	3.4	5	-4	11	-2
CCn1c2ccccc2c2cc(NC(=O)C3CCN(S(=O)(=O)c4cccs4)CC3)ccc21	22	0.7	62	11	2	12	2.2	24	-11	12	-8
CCN(CC)c1nc(-c2ccc(Cl)cc2)cc(C(F)(F)F)c1C#N	0	0.4	11	14	-3	8	-5.2	4	8	20	20
O=C(Nc1ccc(F)c(Cl)c1)C1CCCC1	-4	0.2	-3	-4	2	-8	0.9	-23	nt	-2	5
O=c1cc(CO)oc(CN2CCN(c3ccccc3)CC2)c1O	10	0.2	6	-16	2	-4	-1.0	-14	28	21	-4
C=CCN=C1CC(C)(C)CC(=O)/C1=C(\O)CCCN1C(=O)c2ccccc2C1=O	9	-0.1	4	4	-1	5	0.5	6	8	10	5
CCc1nc(SCC(N)=O)c2c(=O)n(C)c(=O)n(C)c2n1	-24	0.6	13	10	-1	-15	2.7	-11	nt	0	-11
COc1ccccc1CC(=O)OCC(=O)N1CCN(c2ccc(F)cc2)CC1	-20	0.0	10	2	nt	20	1.8	6	-1	-3	-2
CC(C)(O)[C@@H]1CC[C@@](C)(C2CC[C@]3(C)C2[C@H](O)CC2[C@@]4(C)CC[C@H](O)C(C)(C)C4[C@@H](O[C@H]4O[C@@H](CO)[C@H](O)[C@@H](O)[C@@H]4O[C@@H]4O[C@H](CO)[C@@H](O)[C@H](O)[C@H]4O)C[C@]23C)O1 (stereo in doubt)	1	0.0	8	-12	nt	-3	0.2	-33	-6	13	8
COc1cc(OC)nc(NC(=O)C(C)C)n1	14	0.2	-7	-8	4	-5	1.1	21	-3	12	-5
Cc1ccc(OCC(O)Cn2c(=N)n(Cc3ccccc3)c3ccccc32)cc1 (stereo not given)	108*	-0.6	81*	-21	3	7	-2.9	37	39	-1	12
CCN(CC)CCN1C(=O)C(O)=C(C(=O)c2cccs2)C1c1ccccn1 (stereo not given)	-20	0.0	6	2	2	-6	-0.9	-24	-18	3	21
Cc1cc(NC(=O)C(C)C)n(-c2nc3ccccc3s2)n1	-64	-0.3	2	-9	0	6	1.2	-36	7	-157	15
O=C(NCCc1ccccc1)c1ccc2c(c1)S(=O)(=O)N=C1CCCCCN12	-70	0.5	-9	7	1	-16	-0.2	-48	-20	-44	-15
O=c1[nH]cnc(O)c1C(c1ccc2c(c1)OCO2)c1c(O)nc[nH]c1=O	4	-0.4	-19	11	3	-4	-0.5	13	1	3	4
COc1ccc(CCNc2nc(Cl)nc(NC(C)(C)CO)n2)cc1OC	26	-0.1	-9	-7	6	15	0.4	28	-7	14	-13
Cn1nc(C(=O)N2CCN(c3ccccc3)CC2)c2c1-c1ccccc1S(=O)(=O)C2	9	0.7	3	-2	-3	3	0.2	-15	6	-6	-6
CC(=O)c1cccc(NC(=O)NNC(=O)c2ccc3ccccc3c2)c1	-9	0.0	-15	-3	-5	-9	0.5	5	-1	1	-4
Cc1cccc(OCCCSc2nc3ccc(C)cc3[nH]2)c1	-36	1.5	-13	-4	1	4	-1.6	-4	7	-90	-14
COC(=O)c1ccccc1COn1c(=O)c(C)[n+]([O-])c2ccccc21	-16	-0.3	13	-4	4	-11	0.5	1	-2	1	-10
COc1ccc2[nH]c(C(=O)N3CCc4ccccc4C3)c(C)c2c1	-82	0.2	4	-3	-3	-1	-0.5	-37	-6	-51	-17
CCN1CCN(C(=O)CN(CCc2ccccc2)S(C)(=O)=O)CC1	26	-0.1	-7	4	0	-4	-2.3	-36	17	18	5
Cc1ccc(-c2[nH][nH]c(=O)c(=O)c2N=Nc2ccccc2)cc1	23	0.0	1	-3	0	12	-0.6	-25	12	12	10
COc1ccc(-c2nc3c4ccccc4ccn3c2Cc2cccc(Cl)c2)cc1OC	-109	0.4	-26	6	nt	-39	0.5	-53	nt	-111	-10
CC1CCN(CCCN2C(=O)C3C(C(=O)Nc4cccc(Cl)c4)C4C=CC3(O4)C2C(=O)NC2CCCCC2)CC1 (stereo not given)	0	-0.1	-10	1	2	-6	-0.5	-10	-8	23	9
CN(CC(=O)Nc1ccc(F)c(F)c1)S(=O)(=O)c1cccc2cccnc12	2	0.1	-7	2	4	6	0.2	12	19	15	-11
Cc1ccnc(NC(=O)c2ccc(OCC3CCCO3)cc2)c1 (stereo not given)	33	0.2	0	-45	5	3	-0.5	-98	22	30	83*
O=C(CSc1nc2ccsc2c(=O)n1NC(=O)c1ccccc1)NCc1ccco1	-87	0.2	-34	5	1	-7	-1.6	-61	-4	-92	-3
C=CCSc1ncnc2sc(C)c(C)c12	1	0.0	5	5	0	-7	2.0	10	-3	13	-22
NC(Cc1ccc(Cl)cc1)c1csc(Nc2ccc(S(N)(=O)=O)cc2)n1 (stereo not given)	24	0.1	0	-3	nt	0	-1.6	-44	nt	12	-5

Of the compounds above, these contain a nitro group on carbon.
SMILES	Peg3 promoter	aDG glyco up	Shn3 3UTR inh	KKLEB cytotox	NR2E3 ag-1	CF NFkB block	iPSC survival up	NR2E3 ag-2	MITF TRPM1 inh	HIF-2a inh	TWEAK Fn14 block
O=C(Oc1ccc(-c2cnc3ccccc3n2)cc1)c1cccc([N+](=O)[O-])c1	-162	-0.1	-65	-6	2	-19	0.9	-77	-55	-93	10
O=C(COC(=O)CNC(=O)c1cccc([N+](=O)[O-])c1)NCc1ccco1	11	-0.3	-3	15	6	-5	-0.8	-1	-1	10	-27
